UPR CHOP act – activators of apoptotic arm of unfolded protein response (CHOP); CHO-CHOP luciferase reporter, UPR activation, luminescence; percent of tunicamycin response over DMSO baseline; activation, % at 10 µM; actives 0.34% (n = 330,000); AID 449763;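 active means at 10 µM dose, activation of 40% or more, normalized to positive control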;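 further: 100% = tunicamycin at 10 µg/mL and 0% = DMSO alone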
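Assay system: CHO-CHOP cells, stable luciferase reporter of PERK-eIF2a-CHOP signalling / Buffer or medium: F12 plus 10% serum / Compound dosing: one dose, 10 µM in 0.5% DMSO / Times: 6 h compound treatment, 37 °C / Technique: luciferase luminescence / Read-out: % reporter activation, DMSO baseline versus tunicamycin full activation / Benchmarks: tunicamycin and DMSO controls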
tim23-1 inh – tim23-1 yeast growth inhibition; S. cerevisiae tim23-1 growth, BacTiter-Glo luminescence, 24 h; inhibition, % at 20 µM; actives 1.3% (n = 330,000); AID 463212;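 active means growth inhibition of the mutant yeast at or above 50%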;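 further: temperature-sensitive mutant grown at 25 °C; plate controls were DMSO-treated mutant yeast for no effect and medium wells lacking yeast for full effect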
tim10-1 inh – tim10-1 yeast growth inhibition. S. cerevisiae tim10-1 ts strain growth, BacTiter-Glo, 24 h. inhibition, % at 20 µM. actives 2.2% (n = 330,000). AID 463190;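 active means inhibition of at least 40%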;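 further: mutant grown at 25 °C; 0% = DMSO wells with yeast and 100% = wells holding no yeast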
697 NFkB inh – lowers PMA/ionomycin-induced NF-kB signal in 697 B cells; 697 B-cell NF-kB luciferase reporter, 16 h; inhibition, % at 4 µM; actives 0.33% (n = 330,000); in the data active means inhibition above about 35%
Jurkat NFkB inh – lowers PMA/ionomycin-induced NF-kB signal in Jurkat cells. inhibition, % at 4 µM. actives 0.53% (n = 330,000). AID 435003. PMA/ionomycin-induced NF-kB luciferase reporter, luminescence; in the data active means inhibition above about 50%
Mdm2-MdmX inh – disrupts the human Mdm2-MdmX interaction; O15151+Q00987; SaOS-2 split-luciferase Mdm2/MdmX complementation, luminescence; inhibition, % at 8 µM; actives 3% (n = 330,000); AID 485346;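 active means inhibition of at least 50% at 8 µM in the primary screen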
Target sequence (O15151 whole entry, looked up): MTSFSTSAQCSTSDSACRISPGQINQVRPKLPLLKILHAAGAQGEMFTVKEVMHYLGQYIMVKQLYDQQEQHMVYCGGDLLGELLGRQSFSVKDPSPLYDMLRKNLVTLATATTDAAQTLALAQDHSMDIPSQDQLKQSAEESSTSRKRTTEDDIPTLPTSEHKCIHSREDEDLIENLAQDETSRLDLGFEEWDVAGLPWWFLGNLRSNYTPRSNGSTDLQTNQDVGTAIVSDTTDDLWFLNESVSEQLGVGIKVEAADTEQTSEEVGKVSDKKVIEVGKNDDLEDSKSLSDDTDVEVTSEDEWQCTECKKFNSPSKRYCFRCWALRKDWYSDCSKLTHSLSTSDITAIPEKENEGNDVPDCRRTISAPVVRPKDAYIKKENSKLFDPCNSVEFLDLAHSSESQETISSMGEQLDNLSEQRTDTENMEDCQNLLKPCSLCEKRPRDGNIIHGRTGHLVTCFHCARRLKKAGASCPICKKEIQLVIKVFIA
Target sequence (Q00987 whole entry, looked up): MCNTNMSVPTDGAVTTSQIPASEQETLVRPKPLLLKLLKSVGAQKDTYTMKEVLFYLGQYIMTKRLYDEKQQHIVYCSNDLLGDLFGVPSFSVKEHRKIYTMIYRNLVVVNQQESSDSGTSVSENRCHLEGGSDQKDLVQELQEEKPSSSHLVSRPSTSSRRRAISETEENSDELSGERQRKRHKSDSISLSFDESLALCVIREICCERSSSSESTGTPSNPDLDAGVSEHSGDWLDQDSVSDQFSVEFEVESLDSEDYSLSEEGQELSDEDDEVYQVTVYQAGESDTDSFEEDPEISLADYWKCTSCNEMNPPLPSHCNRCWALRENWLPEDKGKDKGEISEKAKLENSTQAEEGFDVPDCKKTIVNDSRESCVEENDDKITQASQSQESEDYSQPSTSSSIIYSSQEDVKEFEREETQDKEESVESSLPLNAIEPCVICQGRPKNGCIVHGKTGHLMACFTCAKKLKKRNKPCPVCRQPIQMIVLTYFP
TIM10 inh – growth inhibitors of TIM10 yeast strain. S. cerevisiae TIM10 strain growth, BacTiter-Glo luminescence, 24 h. inhibition, % at 10 µM. actives 1.4% (n = 330,000);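 active means inhibition of 40% or more at the single tested concentration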;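 further: wild-type TIM10 isogenic control strain grown at permissive 25 °C; 0% = DMSO yeast wells and 100% = minimal medium wells without yeast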
XBP1 UPR activ – adaptive UPR (XBP1) activation; CHO-XBP1 luciferase reporter, IRE1-XBP1 UPR activation, luminescence; percent of tunicamycin response, DMSO as zero; activation, % at 20 µM; actives 0.33% (n = 330,000);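 active means versus positive control, 20 µM dose yields 30% or more activation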;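 further: 100% = tunicamycin at 10 µg/mL and 0% = DMSO only wells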
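Test system: CHO-XBP1 luciferase reporter cells | Buffer or medium: Serum-containing F12 medium, 10% FBS | Schedule: 6 h compound exposure at 37 °C, 5% CO2 | Detection: Steady-Glo luciferase glow luminescence, 10 min after reagent addition | Read-out basis: Activation, % of tunicamycin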
* marks the source's active call; other numbers are inactive results.

SMILES	UPR CHOP act	tim23-1 inh	tim10-1 inh	697 NFkB inh	Jurkat NFkB inh	Mdm2-MdmX inh	TIM10 inh	XBP1 UPR activ
COCCOC(=O)C1=C(C)NC2=C(C(=O)CC(c3cccs3)C2)C1c1ccsc1 (stereo unspecified)	-0.9	17	14	-7	-21	1	6	-5
Cc1ccc(CC2SC(=Nc3ccccc3)N(c3ccccc3)C2=O)cc1 (stereo unspecified)	-0.5	39	31	10	-2	9	16	-2
Cc1cc2occ(CC(=O)N(C)CC(=O)Nc3ccccc3Br)c2cc1C	1.0	38	16	1	13	26	14	-2
CCN(CC)CCN1C(=O)c2oc3ccccc3c(=O)c2C1c1ccc(F)cc1 (stereo unspecified)	-0.1	4	10	-2	12	2	-2	1
CC12CN(C(=S)Nc3ccccc3)CC(C)(CN(C(=S)Nc3ccccc3)C1)C2=O	-1.0	13	9	18	-19	12	9	-2
CC(C)[C@H](NC(=O)C1CCN(S(=O)(=O)c2ccccc2)CC1)C(=O)NCc1ccco1	1.5	-11	5	5	16	-4	-5	-2
COC(=O)CCN(c1ccccc1)S(=O)(=O)c1ccc(OC)cc1	-1.2	16	4	-9	4	30	-10	-2
O=C(O)CCCC(=O)N1N=C(c2ccco2)CC1c1ccco1 (stereo unspecified)	-1.5	-8	-34	1	-11	0	-11	-1
CC(C)(C)c1ccc2c(c1)N(CC(=O)N1CCOCC1)C(=O)CO2	-2.1	8	11	-5	2	15	10	-4
COC(=O)C1=NN(N=O)C2(CC(=O)N(c3cc(C)cc(C)c3)C2=O)C1 (stereo unspecified)	-2.7	23	19	12	-1	16	7	-4
Cc1ccc2nc(SCC(=O)NC3CCS(=O)(=O)C3)[nH]c2c1 (stereo unspecified)	-0.8	-6	-18	10	-7	8	6	0
Cc1cc(Nc2ccc(F)cc2Cl)n2nc(C)nc2n1	-2.4	13	10	-28	-13	-8	14	8
O=C(c1ccccc1-c1nc(-c2ccccc2Cl)no1)N1CCOCC1	-1.5	12	-11	-2	-17	15	-6	1
COc1ccc(CNC(=O)C(C)Sc2nc3ccccc3c(=O)n2CC2CCCO2)cc1 (stereo unspecified)	-2.8	8	17	6	-1	37	-2	-1
Cc1c(NC(=O)Nc2cc(F)c(F)cc2Cl)c(=O)n(-c2ccccc2)n1C	2.4	2	8	-1	3	-15	16	2
CCCC[n+]1ccn(C2=C([O-])c3ccccc3C(=O)/C2=N\S(=O)(=O)c2ccc(Br)cc2)c1	6.6	-3	5	16	18	29	0	-1
Cc1ccc(C)c(S(=O)(=O)N2CCN(C(=O)CN3C(=O)C4CC=CCC4C3=O)CC2)c1 (stereo unspecified)	0.6	2	-1	7	-11	22	1	-1
CCn1cc(CN2CCN(CCc3ccccc3)C(CCO)C2)c(C)n1 (stereo unspecified)	-0.8	0	11	-1	-8	-6	0	-1
COc1ccc(-c2noc3c2-c2nc(-c4cccc(C)c4)sc2CC3)cc1	-1.2	13	23	31	8	-5	15	2
CNC(=O)c1c(NC(=O)c2cc(-c3cc(C)c(C)cc3O)n[nH]2)sc2c1CCCC2	17	14	9	6	-2	50*	1	50*
COc1cccc(NC(=S)N2CCN(S(=O)(=O)c3ccc(F)cc3)CC2)c1	1.4	-2	-9	5	14	22	-9	-3
O=C(CN1CCOCC1)Nc1ncc(Br)cc1Br	-1.0	3	-4	17	3	8	-2	0
COc1cccc(-c2ccc(C#N)c(SCC(=O)NCc3ccco3)n2)c1	-1.7	-18	-47	-37	-14	28	-24	-2
CCCC(C(=O)NC(C)(C)C)N(CCN1CCOCC1)C(=O)CNS(=O)(=O)c1ccccc1 (stereo unspecified)	0.2	7	3	7	1	1	13	2
CCOC(=O)C(Cc1c[nH]c2ccccc12)NC(=O)c1ccccc1Br (stereo unspecified)	6.2	22	5	-27	-20	-6	1	1

An excerpt from above in order of the XBP1 UPR activ value, smallest number first.
SMILES,697 NFkB inh,Jurkat NFkB inh,Mdm2-MdmX inh,XBP1 UPR activ
CC(C)(C)c1ccc2c(c1)N(CC(=O)N1CCOCC1)C(=O)CO2,-5,2,15,-4
O=C(c1ccccc1-c1nc(-c2ccccc2Cl)no1)N1CCOCC1,-2,-17,15,1
CNC(=O)c1c(NC(=O)c2cc(-c3cc(C)c(C)cc3O)n[nH]2)sc2c1CCCC2,6,-2,50*,50*

(list continues)
SMILES	UPR CHOP act	tim23-1 inh	tim10-1 inh	697 NFkB inh	Jurkat NFkB inh	Mdm2-MdmX inh	TIM10 inh	XBP1 UPR activ
CCC(=O)c1ccc(OCC(=O)OCC(=O)N2CCc3ccccc3C2)cc1	-1.3	37	24	7	-8	-31	11	-1
COc1ccccc1NC(=O)COC(=O)CCC1CCCC1	-0.9	8	5	15	-3	18	4	-3
O=C(O)c1cccc(-n2cc(-c3cccc(C(F)(F)F)c3)cn2)c1	2.5	13	11	-132	-33	-48	4	-6
CC1CCCCC1NC(=O)CO/N=C/c1ccccc1OC(F)F (stereo unspecified)	-2.1	27	24	-25	-1	8	11	-2
CS(=O)(=O)NCCOc1ccc(S(=O)(=O)NCCOc2ccccc2)cc1	1.0	-1	4	-2	-16	-15	6	-2
COCCCNC(=O)C1CCCN(S(C)(=O)=O)C1 (stereo unspecified)	1.3	-11	-5	6	6	1	4	-2
COc1ccc(NC(=O)CN(C)C(=O)c2csc3c2CCCC3)cc1	-0.9	20	19	17	2	-5	2	-1
CC(=O)Nc1ccc(Oc2nc(-c3ccccn3)nc3ccccc23)cc1	-1.2	2	17	9	0	39	18	-2
CCN(CC)S(=O)(=O)c1ccc(N(C)Cc2cccnc2)nc1	-1.6	15	9	0	-14	22	-7	-2
Cc1ccc(CN2C(=O)N/C(=C/c3ccc4c(c3)n(C)c(=O)n4C)C2=O)cc1	0.4	17	0	4	-8	36	1	3
COc1ccc(CCN2C(=O)CSC2=Nc2ccc(C)cc2C)cc1OC	0.7	13	6	-5	-1	16	-2	-2
Cc1nn(C(C)c2nc(-c3ccccc3)no2)c(C)c1[N+](=O)[O-] (stereo unspecified)	0.2	2	-14	-17	-7	-9	-33	-1
N#Cc1ccc(C(=O)N(Cc2ccco2)c2c(N)n(Cc3ccccc3)c(=O)[nH]c2=O)cc1	-0.2	39	13	11	11	-4	10	-1
COc1ccc(C)cc1S(=O)(=O)N(CC(=O)O)c1ccc(C)cc1	-2.0	0	15	18	1	1	9	1
CCOc1ccc(-c2cc(CCCC(=O)NCCC(C)C)no2)cc1	-1.0	6	9	27	-25	-5	5	2
CCOc1ccc(-c2nc(-c3cccnc3)no2)cc1	-3.3	24	19	-219	-99	-99	0	-2
COc1ccc(C2=NN(C(N)=S)C(c3ccccc3)C2)cc1 (stereo unspecified)	-0.8	33	31	-28	-29	-20	41*	0
CC(C)NC(=O)C(=O)NNC(=O)CCc1ccccc1	-2.0	9	-4	0	-3	15	-1	-1
CC1(C)CC(=O)C2=C(C1)Nc1ccccc1NC2c1ccc(F)c(F)c1 (stereo unspecified)	-1.0	20	9	-35	3	6	1	-3
COc1ccc(/C=C2/SC(=S)N(c3ccc(S(=O)(=O)Nc4nccs4)cc3)C2=O)cc1	1.7	11	9	4	-4	14	13	-6
Cc1ccc2cc(C3C(C#N)=C(N)Oc4c3ccc3cccnc43)c(=O)[nH]c2c1 (stereo unspecified)	0.7	31	22	-2	8	22	16	0
O=C(NCC1CCCO1)c1nn2cccnc2c1Cl (stereo unspecified)	3.4	-18	-19	-12	-21	-11	-3	1
CC(C)(C)C1CCC(C(=O)NCC(c2cccs2)N2CCOCC2)CC1 (stereo unspecified)	2.7	44	29	1	13	-6	33	-6
O=S(=O)(c1ccc(NC2CCCc3ccccc32)nc1)N1CCOCC1 (stereo unspecified)	-2.8	24	32	-6	2	1	18	1
CC1CN/C(=C\C(=O)c2ccc(Br)cc2)C(=O)N1 (stereo unspecified)	-2.9	5	29	-154	-139	-49	-4	-3

The closing six compounds of the section above come first, to join the parts.
SMILES	UPR CHOP act	tim23-1 inh	tim10-1 inh	697 NFkB inh	Jurkat NFkB inh	Mdm2-MdmX inh	TIM10 inh	XBP1 UPR activ
COc1ccc(/C=C2/SC(=S)N(c3ccc(S(=O)(=O)Nc4nccs4)cc3)C2=O)cc1	1.7	11	9	4	-4	14	13	-6
Cc1ccc2cc(C3C(C#N)=C(N)Oc4c3ccc3cccnc43)c(=O)[nH]c2c1 (stereo unspecified)	0.7	31	22	-2	8	22	16	0
O=C(NCC1CCCO1)c1nn2cccnc2c1Cl (stereo unspecified)	3.4	-18	-19	-12	-21	-11	-3	1
CC(C)(C)C1CCC(C(=O)NCC(c2cccs2)N2CCOCC2)CC1 (stereo unspecified)	2.7	44	29	1	13	-6	33	-6
O=S(=O)(c1ccc(NC2CCCc3ccccc32)nc1)N1CCOCC1 (stereo unspecified)	-2.8	24	32	-6	2	1	18	1
CC1CN/C(=C\C(=O)c2ccc(Br)cc2)C(=O)N1 (stereo unspecified)	-2.9	5	29	-154	-139	-49	-4	-3
Cc1nn(CC(=O)NCCN2CCCCCC2)c(=O)c2nn(-c3ccccc3)c(C)c12	1.9	-11	-8	4	-6	-1	-3	0
N=C(c1ccc([N+](=O)[O-])cc1)N1CCCCCC1	-2.3	-1	3	13	11	17	1	1
Cc1sc2nc(SCC(=O)N(C)Cc3ccccc3)n(-c3ccccc3)c(=O)c2c1C	-0.4	-4	-4	5	-3	26	-20	7
CCOC(=O)c1c(NC(=O)CSc2nnc(-c3ccc(C)cc3)o2)sc(C(C)=O)c1C	-2.3	16	16	-25	-3	17	-1	-1
CC(=O)O[C@]1(C(C)=O)CC[C@H]2[C@@H]3C=C(C)C4=CC(=O)CC[C@]4(C)[C@H]3CC[C@@]21C	-0.1	24	12	-5	-7	14	9	-10
CC1(C)CC(=O)c2c(oc3ccc(NS(=O)(=O)c4ccc(C(=O)O)cc4)cc23)C1	3.1	-2	-7	10	6	-9	5	-5
COc1cccc(NC(=O)CSc2nc(C3CC3)nc3ccccc23)c1	2.2	6	-14	6	-1	24	5	-4
Cc1csc(N2CCN(c3cc4c(cc3Cl)nc(-c3ccncc3)n4CCCN3CCCC3)CC2)n1	0.9	3	-9	14	-1	26	2	-1
CC(=O)Nc1ccc(C(=O)OCC(=O)Nc2ccc(N3CCOCC3)cc2)cc1	0.6	8	-1	9	2	18	7	-1
O=C(CCCCCN1C(=O)[C@@H]2Cc3ccccc3CN2C1=O)NCCc1ccccc1	1.0	25	28	-11	-15	37	-7	-1
Cc1cccc(C(=O)OCC(=O)NCc2cccs2)c1	-0.5	27	20	-4	4	-2	8	-1
Cc1cccnc1NC(=O)C1CCN(S(=O)(=O)c2ccc3c(c2)CCC(=O)N3)CC1	2.0	-5	-3	-13	-6	-25	7	-2
O=C(CSc1nnc(NC(=O)C2CC(=O)N(c3ccccc3)C2)s1)NCc1ccco1 (stereo unspecified)	2.4	11	5	0	7	27	2	-4
Fc1cc(F)cc(NC(=S)N2CCC(c3ccccc3)C2)c1 (stereo unspecified)	4.4	35	17	-69	-75	-64	15	0
O=C(Nc1cccc(NC(=O)c2cccc(Cl)c2)c1)c1cccnc1	0.7	-8	-27	16	21	26	0	-3
CC(=O)N(c1ccc2oc(=O)sc2c1)S(=O)(=O)c1cccs1	-0.4	31	37	-30	-8	-3	28	4
COc1cc2c(cc1OC)C1=C(C#N)CC/C(=N\S(=O)(=O)c3cccc(Cl)c3)N1CC2	-2.2	27	26	26	13	1	18	4
C=CCn1c(COc2ccc(F)cc2)nnc1SCC(=O)Nc1cccc(S(N)(=O)=O)c1	-0.3	11	-4	12	3	12	-4	-1
Cc1ccc(-n2nnc3ccccc3c2=O)cc1C	1.0	27	17	-67	-60	-12	10	0
CCN1CCN(Cc2ccc(OC)c(OCc3ccccc3)c2)CC1	-0.5	-6	9	7	11	9	-9	-3
CSc1nc2sc3c(c2c2nnnn12)CCCC3	0.9	20	11	11	-4	-24	8	1
O=c1[nH]c2ccccc2n1Cc1ccccc1	2.0	2	-9	16	-1	22	-7	-1

Compound activity as filed in PubChem BioAssay.

No enrichment for hits; any-hit rate near 6.6%.
